KB-V1 cytotox: KB-V1 MDR subline cytotoxicity; KB-V1 MDR cells viability, CellTiter-Glo, 72 h; Potency, µM (doses to about 46.1 µM), inactives show at the top dose activity change, negative = cytotoxicity, actives largely listed as cytotoxic; 3.4% of 400,000 active; AID 1347076; note: % is set by controls: 0 for no effect and ±100 for the full control effect; nearly all actives have a fitted effect of over 60% in size
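Cells of the MDR subline KB-V1 are plated, dosed with compound at multiple concentrations, and incubated 72 h at 37 degrees C; CellTiter-Glo is then added and luminescence read after 10 min.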
KB-3-1 tox: KB-3-1 parental cell cytotoxicity; KB-3-1 viability, CellTiter-Glo ATP luminescence, 72 h; Potency, µM (top dose mostly 46.1 µM), without a hit: at the highest dose activity change, negative = cytotoxic, actives largely listed as cytotoxic; 1.4% of 400,000 active; AID 1347075; note: % is set by controls: 0 for no effect and ±100 for the full control effect; nearly all actives have a fitted effect of over 60% in size
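Using CellTiter-Glo luminescence, growth of non-resistant KB-3-1 adenocarcinoma cells is assessed 72 h after pin-tool compound addition at 37 °C. Normalized responses across the concentration series yield fitted curves.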
HT1080-NT tox: kills 2HG-producing HT-1080-NT fibrosarcoma cells; 1.6% of 360,000 active; HT-1080-NT fibrosarcoma viability, CellTiter-Glo ATP luminescence, 48 h; AID 686970; Potency, µM (highest dose often 46.1 µM), for inactives: at the top dose activity, negative = less viability, usual class: cytotoxic;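 note: NT is the 2HG producing partner of a matched IDH1 knockdown line; 0% = DMSO-treated cells and -100% = media-only wells without cells; nearly all actives have a fitted effect of over 55% in size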
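HT-1080-NT; 750 cells/well; 5% FBS RPMI; 48 h compound, 37 degrees C; CellTiter-Glo luminescence; curve fitting and curve-class assignment.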
HT1080 IDH1KD tx: HT-1080 IDH1 knockdown cell toxicity (counter line); HT-1080 IDH1 knockdown viability, ATP luminescence, 48 h; Potency, µM (doses to about 46.1 µM), inactives show at the top dose activity, negative = toxicity, most hits filed as cytotoxic; 2% of 360,000 active;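 note: 0% = DMSO wells and -100% = cell-free medium wells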
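Using the IDH1-knockdown HT-1080 line run in the same batch and compound series as the NT line, viability after 48 h at 37 °C was determined by CellTiter-Glo luminescence and expressed as % activity.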
GLP1R cytotox: cytotoxicity counter-screen for GLP-1 receptor inverse agonists | HEK293 cAMP-luciferase reporter cells, luminescence, 24 h | Potency, µM (titrated, usually from 38.3 µM), without a hit: top-dose activity change, negative = inhibition, actives largely listed as inhibitors | 0.13% of 410,000 active;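 note: loss of luciferase light is scored as toxicity; % is set by controls: 0 for no effect and ±100 for the full control effect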
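To flag toxic compounds, the library was rerun on cells for 24 hr at 37 deg C and 5% CO2. Viability-linked luminescence was captured 12 min after adding luciferase detection reagent.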
GLP1R ag: GLP-1 receptor (human) agonism. HEK293 GLP-1R CRE-luciferase, luminescence, 4-6 h; cells express a hypersensitive GLP-1R form. AID 624172. P43220. 0.007% of 380,000 active. Potency, µM (highest dose often 45.6 µM), without a hit: at the highest dose activation, hits mostly activators; note: % of control where 0% means no effect
Target sequence (P43220 whole entry, looked up): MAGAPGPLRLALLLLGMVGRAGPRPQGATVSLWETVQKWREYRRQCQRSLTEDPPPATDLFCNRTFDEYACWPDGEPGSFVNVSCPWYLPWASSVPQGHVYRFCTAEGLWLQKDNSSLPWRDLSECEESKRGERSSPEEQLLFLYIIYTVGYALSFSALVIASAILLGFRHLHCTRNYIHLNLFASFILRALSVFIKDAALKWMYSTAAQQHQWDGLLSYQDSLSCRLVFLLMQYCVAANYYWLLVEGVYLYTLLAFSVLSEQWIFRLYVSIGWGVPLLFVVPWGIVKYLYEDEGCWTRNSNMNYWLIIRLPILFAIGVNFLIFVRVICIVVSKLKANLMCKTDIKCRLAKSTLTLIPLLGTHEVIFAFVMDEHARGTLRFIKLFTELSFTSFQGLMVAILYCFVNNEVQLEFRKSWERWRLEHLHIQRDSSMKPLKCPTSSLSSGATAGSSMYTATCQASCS
TDP-43 yeast inh: rescues yeast growth from TDP-43 toxicity; TDP-43 expressing yeast growth rescue, BacTiter-Glo, 24 h; Potency, µM (highest dose often 46.1 µM), inactives show at the top dose growth rescue (activation), usual class: activators; 1.8% of 410,000 active; AID 652104; note: % of control where 0% means no effect; nearly all actives have a fitted effect of over 50% in size
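Readout is BacTiter-Glo luminescence of cell growth, so inhibitors register as activators. TDP-43-expressing yeast at OD600=0.02 in galactose medium, after raffinose pregrowth to mid-log, were incubated with compound for 24 hr at 30 deg C.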
GLP-1R inv ag: GLP-1 receptor (human) inverse agonism. P43220. HEK293 GLP-1R CRE-luciferase, luminescence, 24 h; GLP-1R form is constitutively active. Potency, µM (highest dose often 38.3 µM), without a hit: top-dose activity change, negative = inhibition, actives largely listed as inhibitors. 1.6% of 410,000 active; note: % is set by controls: 0 for no effect and ±100 for the full control effect; nearly all actives have a fitted effect of over 55% in size
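Seeding at 200 cells/uL, 12 h culture, 24 hr compound treatment, then luciferase reagent and a luminescence read; cells are HEK293 stably expressing a constitutively active GLP-1R plus cAMP-responsive luciferase.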
SW480 rerep: DNA re-replication induction in SW480 cells | 1.8% of 340,000 active | Potency, µM (highest dose often 46.1 µM), for inactives: at the top dose re-replication activation, hits mostly activators | SW480 DNA re-replication, Hoechst DNA content imaging, 48 h; note: % of control where 0% means no effect; nearly all actives have a fitted effect of over 55% in size
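Image-based read-out: total Hoechst fluorescence of nuclei (405 nm excitation, 500-530 nm emission), with hits raising the fraction of high-intensity nuclei. SW480 colon cells incubated 48 hr with compounds at 37 C.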
* marks the source's active call; other numbers are inactive results; ? = inconclusive; · = not tested or not shown; [ ] = dose if it differs, or a comment. Calls come from the whole dose curve; as a rule, active = well fitted curve in the direction sought with a large enough effect; inconclusive = small, poorly fitted or top-dose-only effect, or another doubt; inactive = no such curve, though single readings can be large; an effect the other way counts as inactive or inconclusive. Potency is the fitted concentration of half-maximal effect.

SMILES	KB-V1 cytotox	KB-3-1 tox	HT1080-NT tox	HT1080 IDH1KD tx	GLP1R cytotox	GLP1R ag	TDP-43 yeast inh	GLP-1R inv ag	SW480 rerep
C=CC[C@H](CC(=O)N(CCO)Cc1ccccc1)C(=O)N[C@@H](COC(=O)[C@@H](CC=C)Cc1ccc(F)cc1)Cc1ccccc1	?	?	?	?	-18.7%	-4.2%	0.0%	6.3%	19.7%
COc1cc(C2C3=C(CC(C)(C)CC3=O)OC3=C2C(=O)CC(C)(C)C3)cc([N+](=O)[O-])c1O	-13.1%	-11.2%	3.4%	-1.9%	0.4%	5.5%	-12.4%	3.7%	22.4%
Cc1ccc(S(=O)(=O)N2CCOCC2)cc1NC(=O)CSc1nnc(N)s1	0.2%	18.8%	2.4%	-0.9%	-4.6%	2.2%	8.1%[9.22 µM]	-8.8%	-1.0%
COc1ccc(/C=N/NC(=O)c2cccc(S(=O)(=O)N3CCCC3)c2)cc1O	?	6.1%	-2.9%	-3.4%	12.6%	1.1%	-4.6%	-12.7%	19.5%
O=S(=O)(/N=C/N1CCOCC1)c1ccc(Cl)cc1	8.0%	5.7%	21.5%	19.6%	-0.1%	-5.7%	10.8%	0.0%	0.4%
CC(=O)N1CCOc2ccc(S(=O)(=O)N3C(C)CCCC3C)cc21 (centres undefined)	24.4%	?	-1.1%	-0.2%	-0.2%	-0.1%	-9.7%	-3.0%	-4.8%
COC(=O)c1cc2cc(OC)ccc2n1C	13.9%	24.6%	24.8%	20.8%	2.1%	0.1%	29.7%	5.2%	-23.6%[9.22 µM]
CCSc1nc2n(n1)C(c1ccc(CC)cc1)C(C(=O)Nc1ccccc1OC)=C(C)N2 (centres undefined)	2.5%	2.1%	·	·	18.9%	·	11.5%	2.0%	·
NC(=S)Nc1cccc2cnccc12	0.0%	2.3%	2.0%	4.7%	-4.5%	5.8%	-4.1%	10.0%	-3.2%
COC(=O)CCCC1=CC2=CC(=O)C(C)(OC(=O)c3cccs3)C(=O)C2=CN1CCCOC(C)C (centres undefined)	-5.1%	0.5%	14.0%	3.4%	2.4%	-2.1%	14.6%	25.9%	-3.3%

Rewritten in markdown: entries from further up.
| structure | KB-V1 cytotox | KB-3-1 tox | HT1080-NT tox | HT1080 IDH1KD tx | GLP1R cytotox | GLP1R ag | TDP-43 yeast inh | GLP-1R inv ag | SW480 rerep |
| --- | --- | --- | --- | --- | --- | --- | --- | --- | --- |
| COc1ccc(/C=N/NC(=O)c2cccc(S(=O)(=O)N3CCCC3)c2)cc1O | ? | 6.1% | -2.9% | -3.4% | 12.6% | 1.1% | -4.6% | -12.7% | 19.5% |
| O=S(=O)(/N=C/N1CCOCC1)c1ccc(Cl)cc1 | 8.0% | 5.7% | 21.5% | 19.6% | -0.1% | -5.7% | 10.8% | 0.0% | 0.4% |
| CC(=O)N1CCOc2ccc(S(=O)(=O)N3C(C)CCCC3C)cc21 (centres undefined) | 24.4% | ? | -1.1% | -0.2% | -0.2% | -0.1% | -9.7% | -3.0% | -4.8% |

Continuation:
SMILES	KB-V1 cytotox	KB-3-1 tox	HT1080-NT tox	HT1080 IDH1KD tx	GLP1R cytotox	GLP1R ag	TDP-43 yeast inh	GLP-1R inv ag	SW480 rerep
CCc1cccc(CC)c1NC(=O)c1cccc(NC(=O)c2ccccc2)c1	?	-3.0%	0.9%	-3.5%	1.3%	-10.4%	21.4%	0.0%	-13.0%
COc1ccc(Cl)cc1C(=O)NNC(=O)c1[nH]c(C)c(C(C)=O)c1C	?	?	-4.1%	-5.3%	-11.7%	16.6%	15.1%	8.1%	-1.9%
NS(=O)(=O)c1cccc(NC(=O)c2ccccc2NS(=O)(=O)c2ccc(F)cc2)c1	3.7%	-0.7%	0.3%	0.2%	10.6%	-4.4%	19.4%	4.1%	-1.5%
O=C(CCNC(=O)C1CCN(S(=O)(=O)c2ccccc2)CC1)NCc1cccc(Cl)c1	-25.7%	-2.2%	4.2%	6.6%	1.6%	1.6%	7.4%	5.3%	?
O=C(CN1C(=O)c2cccc3cccc1c23)NC1CCCCC1	3.4%	14.5%	4.0%	18.2%	30.1%[activator]	-1.3%	19.5%	14.9%	?
COc1cc(-c2noc(CCCC(=O)NCc3ccccc3)n2)cc(OC)c1OC	6.51µM*	-2.7%	-20.2%	?	-23.5%	-1.5%	-14.9%	0.0%	-1.1%
Cc1ccc2nc(NCc3ccccc3)[nH]c2c1	5.8µM*	5.17µM*	5.8µM*	3.66µM*	?	1.8%	-3.9%	?	5.17µM*
COc1ccc(C2C(C(=O)Nc3ccc(Cl)cc3)=C(C)Nc3nc(SCc4cccc(C)c4)nn32)cc1OC (centres undefined)	?	12.0%	·	·	-6.2%	-0.2%	24.2%	10.7%	·
O=C(Cc1ccc(Cl)cc1)Nc1cccc(-c2nnc(-c3ccco3)o2)c1	0.581µM*	?	?	?	-21.5%	5.4%	18.8%	-3.5%	-4.3%
O=C1CC(c2ccccc2)CC(O)=C1C=Nc1cccc(Cl)c1 (centres undefined)	0.0%	-2.6%	1.5%	3.8%	-8.6%	11.9%	-75.7%[inhibitor]	-34.9%	?
Cc1ccc(C)c(S(=O)(=O)N2CCCC2CNC(=O)C(=O)NC2CCCC2)c1 (centres undefined)	-10.1%	3.4%	5.5%	5.2%	-6.7%	2.4%	25.8%	-24.2%	5.9%
CC1(C)CC(=O)C2=C(C1)NC(=O)CC2	-3.6%	7.1%	16.8%	15.9%	4.7%	5.0%	17.9%	25.1%	·
O=C(CSc1cccc2cccnc12)OCC(=O)c1ccc(Br)cc1	?	15.9%	-13.3%	-5.5%	-15.4%	-9.2%	7.8%	-14.8%	-1.7%
CCC(C)(C)n1nnnc1CN1CCN(c2nc3ccc(C)cc3cc2C#N)CC1	23.1µM*	-25.1%	-11.7%	-2.2%	4.7%	2.4%	?	0.0%	5.1%
CCCOC(=O)Cc1c(O)c2ccccc2[nH]c1=O	?	11.6%	12.8%	19.4%	0.3%	6.6%	-1.7%	12.8%	-0.1%
Nc1ccccc1C(=O)/C=C/c1ccc2c(c1)OCO2	?	-6.2%	-21.7%	-20.3%	-28.2%	1.2%	26.4%	?	18.4µM*
C=CCn1c(SCC(=O)NC2CCCCC2)nnc1-c1ccc(OC)cc1	4.11µM*	4.6%	15.1%	15.5%	-1.1%	0.5%	14.3%	-20.5%	-7.5%
COc1ccc(S(=O)(=O)NCC(c2ccco2)N2CCc3ccccc32)cc1 (centres undefined)	0.0%	-0.4%	-11.7%	-11.3%	-6.6%	-0.6%	?	6.31µM*	-5.5%
CCCNC(=O)c1c(CSc2ccccc2)noc1C(=O)NCc1ccccc1	0.0%	-6.8%	-10.8%	0.2%	9.7%	8.6%	1.2%	?	2.3%
CCOC(=O)C(NC(=O)CC)(Nc1ccc(S(=O)(=O)Nc2onc(C)c2C)cc1)C(F)(F)F (centres undefined)	12.4%	9.9%	10.0%	9.0%	1.8%	-10.6%	2.2%	11.5%	-11.9%
COc1ccc(NC(=O)CN2CCN(C3c4ccccc4-c4ccccc43)CC2)cc1	2.5%	-1.8%	-12.2%	?	-14.3%	15.3%	1.4%	-12.3%	19.2%
CC(C)C[C@@H](CN1CCC[C@@H]1CN1C(=O)C(=O)NC[C@@H]1Cc1ccccc1)N1C[C@H](Cc2ccccc2)N(CC2CCCCC2)C(=O)C1=O	?	?	-23.0%	-29.7%	-31.2%	-2.0%	8.4%	?	·
Cc1[nH]n(-c2ccccc2)c(=O)c1/C=N/NC(=O)c1cccc(F)c1	?	?	10.3µM*	7.31µM*	-16.1%	0.0%	?	7.94µM*	?
CCOC(=O)c1cc(-c2ccccc2)sc1NC(=O)COC(=O)c1cccc(S(N)(=O)=O)c1	-0.4%	-24.6%	-21.2%	?	-14.9%	14.3%	-15.4%	17.7%	?
Cc1ccnc(NC(=O)CC(NC(=O)c2ccccc2Cl)c2ccccc2)c1 (centres undefined)	-21.2%	2.9%	3.0%	5.1%	10.0%	-8.4%	8.8%	7.0%	-0.5%
O=C1c2ccccc2C(=O)N1CCC#C/C=C1\c2ccccc2C(=O)N1c1ccccc1	28.9%	-6.8%	14.9%	-10.9%	-35.0%	-5.1%	?	-25.1%	·
COCCCNC(=O)c1cc(C(=O)c2ccccc2Br)c[nH]1	-10.0%	1.1%	-5.6%	-4.3%	11.2%	1.7%	1.5%	4.1%	-5.5%
COc1ccc(-n2nc(C(=O)N3CCCCC3C)c3c4ccccc4n(C)c3c2=O)cc1Cl (centres undefined)	0.0%	2.0%	·	·	-3.8%	·	4.1%	7.7%	·
CCCC(=O)N(c1ccccc1)C1C=CS(=O)(=O)C1 (centres undefined)	-10.7%	-24.7%	5.7%	-2.1%	2.8%	0.2%	-2.2%	-0.6%	-4.1%
COCC(=O)N1CCC2CC1c1c(-c3ccc(C(F)(F)F)cc3)cccc12 (centres undefined)	3.9%	10.3%	-4.0%	0.5%	1.3%	4.3%	10.2%	-7.6%	10.7%[9.22 µM]
Cc1nc(N2CCOCC2)[nH]c(=O)c1C(O)C(Cl)(Cl)Cl (centres undefined)	-2.1%	3.4%	-1.9%	1.6%	2.6%	-2.2%	9.6%	4.2%	8.8%
COCCNC(=O)C1(C)Cc2c(-c3ccc(NC(C)=O)cc3)ccnc2O1 (centres undefined)	0.3%	0.0%	16.5%	7.6%	-0.6%	6.9%	23.4%	18.2%	·
O=C(Nc1nc(-c2cccnc2)cs1)c1ccc([N+](=O)[O-])cc1	21.4%	4.1%	-11.9%	9.9%	-4.9%	2.3%	0.7%	29.1%	89.1%
CC(NC(=O)COc1ccc(/C=N/NC(=O)CO)cc1)c1ccccc1 (centres undefined)	16.7%	8.3%	-6.9%	0.4%	-3.5%	4.9%	11.0%	11.0%	?

From PubChem BioAssay
